# Screens (PubChem)
# PglD DTNB: blocks C. jejuni PglD acetyltransferase activity; purified PglD enzyme, DTNB colorimetric CoA detection; inhibition, % at 12.5 µM; actives 0.098% (n = 360,000); AID 602405; in the data active means inhibition above about 16%, passing the limit was not always enough; further: strong numbers were not always called active
# PGC1a acetyl inh: PGC1a acetylation modulation, inhibitor mode; AID 651687; U2OS PGC1a acetylation, AlphaScreen anti-acetyl-lysine; with virally co-expressed GCN5 acetyltransferase; inhibition, % at 15.6 µM; actives 0.17% (n = 350,000);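 active means every replicate shows inhibition of at least 40%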;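 further: 0% = neutral control wells and 100% = positive control wells; some results beyond the cut were filed as inactive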
# Cneo AK release: Cryptococcus neoformans lysis via adenylate kinase release; C. neoformans lysis, adenylate kinase release luminescence, 4 h; normalised: neutral wells 0, clomiphene wells 100; lysis activity, % at 15 µM; actives 0.2% (n = 360,000);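 active means mean lysis activity across replicates of at least 80%, whatever share of replicates individually reach that level; inactive means mean lysis activity below 80%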
#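 read-out = cell lysis signal | test system = log-phase Cryptococcus neoformans yeast cells | input = cells at 5 × 10^6 per mL | medium = fresh YPD growth medium | signal = luminescent adenylate kinase detection reagent | timing = 4 h at 37 °C static, read 1 h later | dosing = single dose | controls = Clomiphene as positive lysis control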
# LGR2 antag: inhibitors of bursicon-induced Drosophila LGR2 receptor cAMP signaling; actives 0.35% (n = 380,000); inhibition, % at 9.99 µM; HEK293 LGR2, CRE-luciferase, bursicon-stimulated, 4 h;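 active means drop in luminescence signal, shown as inhibition above about 50% in the replicate tests, limit read from the data, passing the limit was not always enough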;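 further: agonist challenge used bursicon conditioned medium at about half maximal strength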
# INS-1E GSIS act: GLuc luminescence reporter in INS-1E cells, primary screen for activators of glucose-dependent secretion of insulin | activation, % at 16.6 µM | AID 743287 | actives 0.61% (n = 370,000) | INS-1E GLuc reporter insulin secretion, 2-3 h;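 active means lowest replicate activation of at least 40%, so every replicate reaches that level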;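 further: 0% = median of neutral control wells and 100% = median of IBMX positive control wells; some compounds called inactive have numbers as strong as hits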
# Statin myotox sup: suppression of simvastatin myotoxicity. actives 0.78% (n = 330,000). C2C12 myotubes + simvastatin, ATP luminescence, 48 h; scaled: DMSO 0, geranylgeraniol control 100. rescue of ATP level, % at 7.49 µM;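 active means mean ATP rescue above about 67%, or every replicate alone reaching that limit, limit read from the data, passing the limit was not always enough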;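 further: myotubes were challenged with 10 µM simvastatin during compound exposure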
# PAX8 inh HTS: lowers PAX8-driven luciferase in RMG-I cells; actives 1.2% (n = 360,000); inhibition, % at 12.6 µM; RMG-I TPO-luciferase reporter, SteadyGlo, 24 h;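 active means mean replicate inhibition at least 60% with every replicate also reaching 60%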;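 further: luciferase light reporting Pax8 driven TPO promoter activity; plate controls were median of neutral control wells for no effect and mitoxantrone controls for full effect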
# ARNT TACC3 PPI: disruptors of human ARNT/TACC3 interaction | Q9Y6A5 | AlphaScreen His-ARNT PAS-B/GST-TACC3 binding, luminescence; TACC3 fragment carries E629A point mutation | inhibition, % at 9.99 µM | actives 0.66% (n = 390,000) | AID 623870;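 active means mean inhibition of replicates at least 50% and at least half of replicates each reaching 50%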;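 further: 0% = complete ARNT plus TACC3 wells and 100% = ARNT alone without TACC3; many hits fall short of the cut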
# The depositor's hits bear a star; . = not tested or not shown.
SMILES,PglD DTNB,PGC1a acetyl inh,Cneo AK release,LGR2 antag,INS-1E GSIS act,Statin myotox sup,PAX8 inh HTS,ARNT TACC3 PPI
CCCn1cnc2cc(NCc3ccccc3O)ccc21,4,1,-1,-8,-7,5,-39,-5
COc1ccc(S(=O)(=O)Nc2ccc3c(c2)C(=O)N([C@@H](C)CO)C[C@@H](C)[C@@H](CN(C)Cc2ccncc2)OCCCC[C@@H](C)O3)cc1,-1,-2,-1,11,3,.,-14,-18
COc1ccccc1-c1nnc2sc(-c3ccc(N(C)C)cc3)nn12,-11,-11,4,-6,-10,.,29,-5
COc1ccc(OC)c(/C=N/NC(=O)CNC(=O)c2cccc3ccccc23)c1,3,5,0,-5,-1,11,-3,0
COC(=O)C1=C(C)Nc2ncnn2C1c1ccc(OC(=O)c2ccccc2)cc1 (stereo not drawn),-6,-1,-1,6,9,11,.,-10
O=C(CSc1nnc(-c2ccco2)o1)NC1CCCCCC1,-1,.,2,-3,11,6,.,-3
Cc1cccc(NC(=O)Cc2coc3ccc4ccccc4c23)n1,5,8,1,.,.,-5,.,0
Cc1ccc(S(=O)(=O)N/N=C/c2ccc3nccnc3c2)cc1,0,19,-1,7,-3,6,4,-2
C[C@@H]1CCCCO[C@@H](CN(C)C)[C@@H](C)CN([C@H](C)CO)C(=O)c2cc(NC(=O)CCCN(C)C)ccc2O1,.,-6,.,-3,46,12,-6,.
CC(=O)c1c(C(C)=O)c(C)n(NC(=O)c2ccccc2O)c1C,-2,1,13,.,.,4,.,8
Cc1nc(SCCC(=O)O)c2cc(-c3ccccc3)sc2n1,-1,.,-3,23,-5,67*,-4,-4
CCCc1nc2c(s1)CCc1onc(-c3ccc(OC)cc3)c1-2,-4,13,1,-3,-15,-10,13,1

# Brought forward from above: 3 entries, followed by the next part.
SMILES,PglD DTNB,PGC1a acetyl inh,Cneo AK release,LGR2 antag,INS-1E GSIS act,Statin myotox sup,PAX8 inh HTS,ARNT TACC3 PPI
CC(=O)c1c(C(C)=O)c(C)n(NC(=O)c2ccccc2O)c1C,-2,1,13,.,.,4,.,8
Cc1nc(SCCC(=O)O)c2cc(-c3ccccc3)sc2n1,-1,.,-3,23,-5,67*,-4,-4
CCCc1nc2c(s1)CCc1onc(-c3ccc(OC)cc3)c1-2,-4,13,1,-3,-15,-10,13,1
CO[C@H]1CN(C)C(=O)c2ccc(NC(=O)c3ccc4c(c3)OCO4)cc2OC[C@@H](C)N(CCC(F)(F)F)C[C@H]1C,4,-17,45,30,-27,48,.,-4
COc1ccc(OCC(=O)N/N=C/c2ccc(O[C@@H]3O[C@H](CO)[C@@H](O)[C@H](O)[C@H]3O)cc2)cc1,5,1,0,.,-3,-4,-1,-22
Cc1ccc(Cl)cc1N1CCN(C(=O)CN(C2CCCCC2)S(C)(=O)=O)CC1,-2,-23,-4,.,.,11,4,2
CCOCCOC(=O)C1=C(C)NC(=O)NC1c1cc2c(cc1Br)OCO2 (stereo not drawn),1,5,0,15,-8,-4,31,-1
CC(C)C(NCC(=O)Nc1ccccc1C(=O)NC1CC1)c1ccccc1 (stereo not drawn),.,7,.,2,-16,-7,6,.
O=C(O)C(Cc1ccccc1)N1C(=O)/C(=C/c2cccs2)SC1=S (stereo not drawn),.,-13,.,.,11,.,-3,38
COCCNC(=O)C[C@H]1C[C@@H]2c3cc(NS(C)(=O)=O)ccc3O[C@@H]2[C@@H](CO)O1,0,-11,-6,15,0,4,-11,-3
Cc1ccc(SCCC(=O)N2CCC(C)CC2)cc1,2,13,0,.,-1,2,-170,-2
Cc1ccc(-c2csc(N(CCO)CCCn3c(C(F)(F)F)nc4cc(C(F)(F)F)ccc43)n2)cc1,0,4,0,-11,-19,-21,-4,.
CCOC(=O)N1CCN(c2ccc([N+](=O)[O-])cc2)CC1,.,.,.,-9,22,.,6,-6
N#CCc1ccc(NC(=O)c2ccc(S(=O)(=O)N3CCOCC3)cc2)cc1,3,.,1,31,6,-8,2,-5
CC(C)CC#Cc1cnc2c(c1)C(=O)N([C@H](C)CO)C[C@H](C)[C@@H](CN(C)Cc1ccccc1C(=O)O)O2,2,10,-10,9,3,-7,.,0
COCCCn1c(=O)c2sccc2n(Cc2ccccc2C)c1=O,3,.,1,-12,20,8,22,5
Cc1cc(C)n(C(=O)CCNC(=O)c2ccccc2Cl)n1,6,2,-4,2,1,21,.,.
Cn1c(=O)c2c(nc(CN3CCC(C(N)=O)CC3)n2CCCc2ccccc2)n(C)c1=O,-1,13,-1,.,.,3,3,2
O=S(=O)(N/N=C1\CCCc2ccccc21)c1ccccc1,12,8,-1,12,5,27,15,-10
CCOC(=O)N1CCN(CC(=O)Nc2cc(OCC)ccc2OCC)CC1,11,-1,0,.,.,-20,21,.
Cc1ccc(S(=O)(=O)N(C)C[C@@H]2Oc3ccc(NC(=O)Nc4ccc(C(F)(F)F)cc4)cc3C(=O)N([C@@H](C)CO)C[C@H]2C)cc1,-3,-3,-6,-1,4,-70,.,3
C[C@@H]1CN([C@H](C)CO)C(=O)c2cccc(NC(=O)c3ccc(-c4nccs4)cc3)c2O[C@H]1CN(C)Cc1ccc(Cl)c(Cl)c1,-1,5,2,24,-5,.,.,15
Cc1nc2ccc(NC(=O)c3ccc(S(=O)(=O)N4CCOCC4)cc3)cc2s1,1,-10,1,.,.,-23,.,-9
O=C(/C=C/c1cccc(F)c1)NNC(=O)c1ccncc1,-3,15,1,16,5,18,4,-5
N#Cc1ccc(Oc2ccc(-c3cnc4ccccc4n3)cc2)cc1C#N,5,.,-1,-2,11,.,2,-10
C[C@H](CO)N1C[C@H](C)[C@H](CN(C)C(=O)Nc2cccc3ccccc23)Oc2ccc(NS(=O)(=O)c3cccs3)cc2CC1=O,5,-1,2,5,-5,12,19,8
Cc1ccc([N+](=O)[O-])cc1S(=O)(=O)Nc1ccc(-c2ccc(N3CCCC3)nn2)cc1,.,.,.,-11,6,-45,8,-2
CCCN1C[C@@H](C)[C@@H](OC)CN(C)C(=O)c2ccc(NC(=O)c3ccccc3F)cc2OC[C@H]1C,1,-15,-4,5,0,15,-5,-1
CCOC(=O)C(NC(=O)CC(C)C)(Nc1sc2c(c1C(N)=O)CCCC2)C(F)(F)F (stereo not drawn),.,.,.,2,-7,.,-4,1
COCn1c(COc2ccccc2)nc2ccccc21,1,0,0,.,.,-10,-130,.
Cc1ccc(C(=O)NC=C(Cl)Cl)cc1,3,.,0,.,.,.,-9,-1
CCc1ccc(C2(O)CC(C(F)(F)F)=NN2C(=O)Cc2ccc([N+](=O)[O-])cc2)cc1 (stereo not drawn),2,-4,0,.,.,-6,.,-2
CC12CCC(=O)N1C(C(=O)N1CCN(c3ccccc3)CC1)CS2 (stereo not drawn),2,-8,6,-16,-13,-2,-9,-8
CCOC(=O)C1(C)CCCN1C(=O)c1sccc1C (stereo not drawn),5,-10,3,-7,-2,-5,-21,.
Cn1c(=O)c(C(=O)NNC(=O)c2ccccc2F)c(O)c2ccccc21,-1,-14,0,-9,18,.,21,11
O=C(CCS(=O)(=O)c1ccc(Cl)cc1)Nc1cccc(S(=O)(=O)N2CCCCCC2)c1,-1,.,-1,0,-39,3,19,.
CN1C(=O)c2cc(NC(=O)Nc3cccc(Cl)c3)ccc2OC[C@@H]2O[C@@H](CC(=O)O)CC[C@H]21,2,4,37,-2,-1,-17,-1,-3
Cc1nn2cc(-c3cccc(Cl)c3)cnc2c1Br,.,3,.,-31,16,.,-43,0
CC(=O)c1ccc(N2CCN(C(=O)C3CCCN(c4ncnc5c4nc4n5CCCCC4)C3)CC2)cc1 (stereo not drawn),-1,-6,-1,-18,-2,7,9,.
Cc1ccc(NC(=O)Cc2noc3ccccc23)cc1,4,.,4,.,.,35,.,-3
C[C@H]1CN([C@@H](C)CO)C(=O)c2cc(C#Cc3ccccc3)cnc2O[C@H]1CN(C)C(=O)c1ccccc1F,0,19,7,7,-20,13,.,11
Cc1ccc(SC2CCN(C(=O)C3CCC(=O)N(C4CC4)C3)CC2)cc1 (stereo not drawn),-2,-6,5,-19,5,10,-27,0
CC(=O)c1ccc(N2Cc3ccccc3C2)cc1,8,-4,5,-3,1,-11,-133,2
Cc1ccc(Cn2ccnc2SCC(=O)NC2CCCC2)cc1,0,.,12,13,-8,-7,9,-2
CCN1CCN(C(=O)C2CCN(Cc3nc(-c4cccc(Cl)c4)oc3C)CC2)CC1,-3,-2,5,1,9,-14,-97,4
Cc1cc(C)c(NC(=O)CN(C)C(C)C(=O)N2CCc3ccccc32)c(C)c1 (stereo not drawn),.,13,.,3,-10,1,-16,.
O=C(CSc1nnnn1-c1cccc2ccccc12)NC(C(=O)O)(c1ccccc1)c1ccccc1,.,.,.,11,-21,.,3,-4
CCCCCC(=O)N1C[C@@H](n2cc(COC(=O)c3ccccc3)nn2)[C@H](O)C[C@@H]1c1ccccc1,0,-2,0,-13,.,3,-1,.
CCN(CC)C(=O)c1[nH]cnc1C(=O)N[C@H](C)c1ccccc1,0,-2,0,-5,6,7,-7,0
O=C1C(=O)N(CCN2CCOCC2)C(c2ccccc2)/C1=C(\O)c1ccc2c(c1)OCCO2 (stereo not drawn),4,-1,0,3,3,10,-25,-3
CCN1C(=O)C2(C(C#N)=C(N)Oc3n[nH]c(COC)c32)c2ccccc21 (stereo not drawn),-3,-3,0,5,13,5,.,1

# 3 records drawn at random from those above, as already listed:
SMILES,PglD DTNB,PGC1a acetyl inh,Cneo AK release,LGR2 antag,INS-1E GSIS act,Statin myotox sup,PAX8 inh HTS,ARNT TACC3 PPI
Cc1cc(C)c(NC(=O)CN(C)C(C)C(=O)N2CCc3ccccc32)c(C)c1 (stereo not drawn),.,13,.,3,-10,1,-16,.
CCN(CC)C(=O)c1[nH]cnc1C(=O)N[C@H](C)c1ccccc1,0,-2,0,-5,6,7,-7,0
O=C(CSc1nnnn1-c1cccc2ccccc12)NC(C(=O)O)(c1ccccc1)c1ccccc1,.,.,.,11,-21,.,3,-4

# Additional compounds.
SMILES,PglD DTNB,PGC1a acetyl inh,Cneo AK release,LGR2 antag,INS-1E GSIS act,Statin myotox sup,PAX8 inh HTS,ARNT TACC3 PPI
C[C@H](CO)N1C[C@H](C)[C@@H](CN(C)Cc2cccc(F)c2)Oc2cc(-c3ccc(F)cc3)ccc2S1(=O)=O,.,19,.,25,-33,-68,.,.
COc1ccc2nc(Cl)c(C#N)cc2c1,-5,8,3,15,10,-8,-23,-6
COc1ccc([C@@H]2[C@@H]3C(=O)N(C(C)(C)C)C(=O)[C@@H]3[C@]3(C)C(=O)N(c4ccccc4)C(=O)N23)cc1,-3,.,4,-28,-8,12,33,5
CCn1c(SCC(=O)Nc2nc(-c3ccccc3)cs2)nc2c1c(=O)n(C)c(=O)n2C,-1,1,.,-4,14,.,-5,-3
O=C(CN1CCN(C(=O)c2ccco2)CC1)Nc1ccc2c(c1)OCCO2,3,-15,-2,.,.,-2,-10,6
Cc1ccc(/C(N)=N/OC(=O)c2ccc(Cl)cc2Cl)cc1,0,-12,1,27,8,12,-93,-8
CN(C)S(=O)(=O)c1ccc(C(=O)OCC(=O)N2CC3(C)CC2CC(C)(C)C3)cc1 (stereo not drawn),-3,11,0,-11,-10,-3,4,1
CC(C)C1=Nc2cccc3cccc(c23)N1,4,-17,2,.,39,11,12,3
Cc1ccc(S(=O)(=O)NNc2ccccc2)c(C)c1,5,2,-1,8,-1,.,12,-4
CC(=O)c1ccccc1NC(=O)COC(=O)c1c(C)nn(-c2ccccc2)c1C,1,8,0,-50,-13,-1,-39,.
CC(=O)Nc1ccc(NC(=O)C2CCCN2C(=O)NCc2ccccc2)cc1 (stereo not drawn),5,14,1,-1,3,-20,20,1
Cc1ccc(CCNC(=O)CCNS(=O)(=O)c2ccc3c(c2)c(=O)n(C)c(=O)n3C)cc1,3,3,-1,.,-11,3,.,-19
